Screening results as filed in PubChem BioAssay.
IP6K1 inh: inhibitors of human IP6K1; Q92551; IP6K1 kinase, ADP-Glo luminescence, 2 h; active compounds read low; activity change, % (series mostly up to about 58 µM); 140,000 compounds, 0.81% hits; in the data active = activity change below about -25%
Target sequence (Q92551 whole entry, looked up): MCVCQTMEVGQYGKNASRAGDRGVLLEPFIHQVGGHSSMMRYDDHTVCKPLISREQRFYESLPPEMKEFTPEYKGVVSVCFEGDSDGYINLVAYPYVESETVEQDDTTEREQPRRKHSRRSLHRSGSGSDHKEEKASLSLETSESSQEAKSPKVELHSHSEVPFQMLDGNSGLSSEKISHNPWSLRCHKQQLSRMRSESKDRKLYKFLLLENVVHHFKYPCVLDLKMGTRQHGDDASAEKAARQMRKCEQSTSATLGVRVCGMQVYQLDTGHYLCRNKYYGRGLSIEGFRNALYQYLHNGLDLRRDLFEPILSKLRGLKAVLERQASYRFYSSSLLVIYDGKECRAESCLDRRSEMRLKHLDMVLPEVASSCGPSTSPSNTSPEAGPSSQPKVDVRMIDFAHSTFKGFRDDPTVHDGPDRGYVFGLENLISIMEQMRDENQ
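ADP-Glo luminescence measures ADP made by human IP6K1 during a 2 h RT reaction with ATP/IP6 (mix at 1.3 mM/130 uM); top library doses 57.5 and 19.1 uM final.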
SNCA expr inhib: reduces expression of the alpha-synuclein gene. HEK-293 SNCA-luciferase knock-in, luminescence, 24 h. Potency, µM (highest dose often 57.2 µM), for the others: at the highest dose activity change, negative = inhibition, actives largely listed as inhibitors. 140,000 compounds, 0.17% hits;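 also: potency is read from the fitted curve at half-maximal effect; plate controls were DMSO cells for no effect and cell-free wells for full effect; nearly all actives have a fitted effect of over 45% in size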
NIH3T3 tox: cytotoxic compounds in NIH 3T3 cells | Potency, µM (highest dose often 96.7 µM), inactives show at the highest dose activity change, negative = cytotoxicity, most hits filed as inhibitors | NIH 3T3 viability, CellTiter-Glo ATP luminescence, 48-72 h | AID 1345082 | 94,000 compounds, 4.3% hits; also: potency is read from the fitted curve at half-maximal effect; nearly all actives have a fitted effect of over 55% in size
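ATP-dependent luminescence (CellTiter-Glo) served as the viability signal for NIH 3T3 cells treated with compound for 48 or 72 hr at 37 °C.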
GPT2 inh: GPT2 alanine aminotransferase inhibition | Q8TD30 | Recombinant GPT2, coupled pyruvate oxidase/HRP Amplex Red fluorescence | Potency, µM (series often up to 57.7 µM), inactives show at the highest dose activity change, negative = inhibition, most hits filed as inhibitors | 100,000 compounds, 0.25% hits | AID 1671188; also: potency is read from the fitted curve at half-maximal effect; nearly all actives have a fitted effect of over 60% in size; many of its hits are not listed in these tables
Target sequence (Q8TD30 whole entry, looked up): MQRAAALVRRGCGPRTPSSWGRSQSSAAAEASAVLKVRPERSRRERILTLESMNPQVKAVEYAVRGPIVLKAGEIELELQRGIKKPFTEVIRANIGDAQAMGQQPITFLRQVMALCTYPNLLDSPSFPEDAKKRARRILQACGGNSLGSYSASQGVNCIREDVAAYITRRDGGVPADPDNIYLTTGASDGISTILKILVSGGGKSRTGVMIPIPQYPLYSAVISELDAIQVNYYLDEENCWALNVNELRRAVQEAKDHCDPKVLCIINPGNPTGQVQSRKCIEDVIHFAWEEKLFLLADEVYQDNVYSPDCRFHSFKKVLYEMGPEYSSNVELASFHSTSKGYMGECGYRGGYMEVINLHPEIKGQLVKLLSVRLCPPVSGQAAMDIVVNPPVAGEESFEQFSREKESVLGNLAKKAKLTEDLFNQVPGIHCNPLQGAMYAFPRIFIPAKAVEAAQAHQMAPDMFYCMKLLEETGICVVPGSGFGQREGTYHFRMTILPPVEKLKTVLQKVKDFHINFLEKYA
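Fluorescence of coupled pyruvate oxidase/HRP/Amplex Red system (50uM Amplex, 30 min, dark) reports pyruvate formed by GPT2. Enzyme reaction: 10ng/uL GPT2, 2mM L-alanine, 250uM a-KG, 30 min room temperature, pH 7.5; 50uM AOA control.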
SNCA viab count: counter-screen for SNCA expression inhibitors: cell viability. HEK-293-SNCA-luc viability, GF-AFC fluorescence, 24 h. Potency, µM (doses to about 57.1 µM), inactives show top-dose activity change, negative = cytotoxicity, usual class: cytotoxic. 150,000 compounds, 0.12% hits. AID 1671193;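 also: potency is read from the fitted curve at half-maximal effect; 0% = DMSO-treated cells and -100% = medium-only wells without cells; nearly all actives have a fitted effect of over 30% in size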
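HEK-293-SNCA-luc cells (1500/well) plated 24 h, then exposed 24 h to a dilution series; GF-AFC added 30 min at 37C, fluorescence 405/540 nm; normalised to medium-only and DMSO wells, Hill fit.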
FLuc inh: Photinus pyralis luciferase inhibition; P08659; purified P. pyralis luciferase, luminescence, biochemical; Potency, µM (titrated, usually from 115 µM), without a hit: at the top dose activity change, negative = inhibition, most hits filed as inhibitors; 76,000 compounds, 2.5% hits; AID 1347043; also: potency is read from the fitted curve at half-maximal effect; nearly all actives have a fitted effect of over 65% in size
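Luminescence read by CCD imager after adding enzyme (10nM final) to wells holding compound, titrated in qHTS. Substrates 10uM each D-luciferin and ATP; buffer 50mM Tris acetate pH 7.5, 10mM Mg acetate, Tween-20, BSA.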
HEK cytotox: cytotoxic compounds in HEK 293 cells; HEK 293 viability, ATP luminescence (CellTiter-Glo), 48-72 h; Potency, µM (doses to about 115 µM), inactives show at the top dose activity change, negative = cytotoxicity, most hits filed as inhibitors; 94,000 compounds, 6.6% hits; AID 1345083; also: potency is read from the fitted curve at half-maximal effect; nearly all actives have a fitted effect of over 60% in size
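Pintool-delivered compounds were incubated with HEK 293 cells (250 cells/well) at 37 degree Celsius for 48 or 72 hr. ATP-dependent luminescence (CellTiter-Glo) then reported remaining viable cells.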
The depositor's hits bear a star; i = inactive; ? = inconclusive; . = no result given; [ ] = another dose, or the depositor's remark. Unless noted, calls follow the shape of the dose curve; as a rule, active = well fitted curve in the direction sought with a large enough effect; inconclusive = small, poorly fitted or top-dose-only effect, or another doubt; inactive = no such curve, though single readings can be large; an effect the other way counts as inactive or inconclusive. Unless noted, % is scaled to controls: 0 for no effect and ±100 for the full control effect.

SMILES	IP6K1 inh	SNCA expr inhib	NIH3T3 tox	GPT2 inh	SNCA viab count	FLuc inh	HEK cytotox
CCCC(=O)NC1CCN(c2ccnc3ccnn23)C1 (centres undefined)	7	35%[activator][87.6 µM]	-36%[138 µM]	-16%[88.5 µM]	2%[87.6 µM]	.	?
CC(C)CNC(=O)N1CCC(CC2CC2)(NS(C)(=O)=O)CC1	4	-1%	i	-10%	5%	.	5%
CCOC(=O)[C@@H]1[C@@H](O)C(=O)N(Cc2ccccc2)C12CCN(C(=O)OCC(C)(C)C)CC2	2	.	?	.	.	.	?
O=S(=O)(NCC(c1ccccc1)N1CCc2ccccc21)c1ccc(Cl)cc1 (centres undefined)	4	?	.	.	0%	.	.
CC(C)CNC(=O)N1CCCOCCNC(=O)[C@@H]2CCC[C@@H]21	7	-4%	-5%	?	3%	-12%	-4%
COc1cncc([C@@H](NC(=O)Cc2ccsc2)C2CC(O)C2)c1 (some centres undefined)	3	?	0%	-22%	-3%	11%	-15%
COc1cc(C(=O)N(Cc2ccc(C(C)C)cc2)C2CCS(=O)(=O)C2)cc(OC)c1OC (centres undefined)	13	8%	.	.	-20%	.	.
CCOC(=O)C1=C(C)NC(C)=C(C(=O)OCC)C1c1c(F)c(F)c(F)c(F)c1F	.	7%	.	-4%	5%	.	.
Cc1nc2n(c1C(=O)Nc1nccs1)CCC(Nc1ccccc1)C2 (centres undefined)	6	7%[87.6 µM]	?	-4%[88.5 µM]	1%[87.6 µM]	-12%[172 µM]	?
Cc1ccc(C(=O)N2CCN(C(=O)c3nnn4c3COC(c3ccc(Cl)cc3)C4)CC2)cc1F (centres undefined)	-7	9%	-12%	-21%	-1%	0%	-16%
CN1CCCC1c1nc(C2CN(S(=O)(=O)c3ccc(C#N)cc3)C2)no1 (centres undefined)	10	3%	-9%	i	4%[12.5 µM]	6%	-2%
Cc1ccccc1C(=O)NC1CCN(CCn2nc3n(c2=O)CCCC3)C1 (centres undefined)	13	.	-10%	.	.	.	i
N#Cc1ccc(CN2CC[C@H](c3nnc(Cc4ccccc4)o3)C2)cc1	-5	2%[87.6 µM]	?	4%[88.5 µM]	-26%[87.6 µM]	4%[172 µM]	?
COc1ccc(-c2cc(N3CCCC(NC(=O)c4ccc(F)cc4F)C3)n[nH]2)cc1 (centres undefined)	8	49%[activator]	?	?	-8%	?	?
Cc1cc(N2CCN(C(=O)CCCS(N)(=O)=O)CC2)cc(C)n1	0	11%	-17%	-6%	8%	-2%	-27%
Cn1cccc1CN1CCn2c(nn(-c3ccc(Cl)cc3)c2=O)C1	14	115%[activator]	?	i	?	.	?
COc1ccc(CN2CCC3(CC2)C(C(=O)O)CC(=O)N3C)cc1Cl (centres undefined)	-1	-1%	i	?	-4%	9%	-7%
Cc1nnc2n1CCC(NC(=O)NCc1ccco1)CC2 (centres undefined)	-11	-20%	-1%	i	-4%	4%	4%
COc1ccccc1C(=O)N1CC(Oc2ccc(-c3nc(-c4ccccc4)no3)cc2)C1	1	-17%	?	i	-27%	-15%	?
CC1(c2ccccc2)N(Cc2ccccc2)C(=O)OC12CCN(c1ccncc1)CC2 (centres undefined)	-2	6%[87.6 µM]	?	-6%[88.5 µM]	?	0%[172 µM]	89µM*
O=C(O)Cc1sc(Nc2ccc(C(=O)O)cc2)nc1-c1ccccc1	-13	174%[activator]	.	.	-5%	.	.
CC(=O)Nc1cccc(NC(=O)Cn2cnc3c2c(=O)n(C)c(=O)n3C)c1	7	-4%	.	.	7%	.	.
O=C(Nc1ccc(F)cc1Cl)C1CCN(c2ncnc3c2nc2n3CCCCC2)CC1	32	77%[activator]	.	.	1%	.	.
Cc1ccc(C)c(NC(=O)C2CCN(c3cc(C(F)(F)F)ncn3)CC2)c1	8	-20%	?	i	0%	-2%	?
CCCCNC(=O)C1CCCN(c2nnc(C)c3c(C)n(-c4ccc(Cl)cc4)nc23)C1 (centres undefined)	16	-8%	.	.	-27%	.	.
COc1ccc2c(c1)OC[C@@H]1CN(CC(C)(C)O)C(=O)CCN(C(=O)c3ccc(F)cc3)[C@H]21	-8	.	?	.	.	.	-10%
O=C(c1ccc(Cl)cc1Cl)N1CCC(c2nnc3n2C(C(=O)N2CCN(c4ncccn4)CC2)CC3)CC1 (centres undefined)	-7	6%	i	?	-3%	.	i
COc1ccc(CC(=O)N2CCc3cn(C)c4cccc(c34)C2)cc1	-7	5%	?	i	-9%	-6%	?
CCn1cc(-c2ccncc2)cc1C(=O)NCc1ccc(OC(C)C)cc1	-5	-22%	?	-12%	-3%	-21%	?
COc1ncccc1-c1cnc2[nH]cc(CC(=O)Nc3nc(C)cs3)c2c1	-17	13%[87.6 µM]	32µM*	i	-28%[87.6 µM]	3%[172 µM]	35µM*

Compound profiles, from the list above. Screens in order: IP6K1 inh | SNCA expr inhib | NIH3T3 tox | GPT2 inh | SNCA viab count | FLuc inh | HEK cytotox
`COc1ccc2c(c1)OC[C@@H]1CN(CC(C)(C)O)C(=O)CCN(C(=O)c3ccc(F)cc3)[C@H]21` across the screens: -8 | . | ? | . | . | . | -10%
`O=C(O)Cc1sc(Nc2ccc(C(=O)O)cc2)nc1-c1ccccc1` across the screens: -13 | 174%[activator] | . | . | -5% | . | .
`O=C(c1ccc(Cl)cc1Cl)N1CCC(c2nnc3n2C(C(=O)N2CCN(c4ncccn4)CC2)CC3)CC1` (centres undefined) across the screens: -7 | 6% | i | ? | -3% | . | i

Other entries follow:
SMILES	IP6K1 inh	SNCA expr inhib	NIH3T3 tox	GPT2 inh	SNCA viab count	FLuc inh	HEK cytotox
COC(=O)C(CCSC)NC(=O)c1cc2c(n(-c3ccc(OC)cc3)c1=O)CC(C)(C)CC2=O (centres undefined)	-9	?	.	.	17%	.	.
Cn1cccc1C(=O)NC1CCCN(c2cc(-c3ccc(F)cc3)[nH]n2)C1 (centres undefined)	9	33%[activator]	?	-18%	0%	?	?
Cc1cnc(-c2cccnc2)n1CC1CCN(CC2CC2)CC1	4	22%	i	3%	2%	10%	i
O=C(NCc1cccnc1)c1nc(-c2ccc(Cl)cc2)c2ccccn12	15	-1%	-23%	i	-1%	-4%	?
Cc1ccc(C)c(NC(=O)Cn2c(=O)n(CC(=O)NCCc3ccccc3)c(=O)c3ccccc32)c1	-9	-5%	.	.	5%	.	.
Cc1ccc(C#N)c(NCc2cccnc2N2CCN(c3ccccn3)CC2)n1	14	-13%	?	-5%[11.5 µM]	-15%	1%	?
COC[C@@H]1CN(C(=O)c2nccc3ccccc23)C[C@H]1c1ccncc1	-4	4%	-7%	i	-16%	-7%	i
O=C1CCC2(C(=O)N3CCN(c4ccccn4)CC3)CCC=C2N1C1CCCC1 (centres undefined)	20	?	-29%	2%	-3%	.	?
COc1ccc2nc(NC(=O)c3cc(=O)c4cc(C)c(C)cc4o3)sc2c1	-8	17%	.	.	1%	.	.
COc1cccc(NC(=O)CSc2nc(=O)n(Cc3cccnc3)c3c2CCC3)c1	6	8%	.	.	12%	.	.
O=c1[nH]nc2n1CCC(NS(=O)(=O)c1cccc3cccnc13)CC2 (centres undefined)	-15	-20%	i	i	1%	8%	-2%
OCCc1cc(CC2(N(CC3CC3)CC3CC3)COC2)no1	5	15%[87.6 µM]	1%[174 µM]	i	3%[87.6 µM]	-2%[172 µM]	i
COc1ccc(-c2cc(C(F)(F)F)nc(SCCC(=O)Nc3ccc(F)cc3F)n2)cc1	2	36%[activator]	.	.	-6%	.	.
N[C@@H]1CCN(Cc2cccc(Oc3ccc(F)cc3)c2)C[C@H]1O	30	17%	?	-29%	2%	5%	79µM*
CC[C@H]1CN(C(=O)c2ccccc2)CC[C@H]1CC(=O)NCc1ccc(F)cc1	19	-14%[87.6 µM]	-28%[174 µM]	1%[88.5 µM]	-3%[87.6 µM]	-3%[172 µM]	?
CCN1CCN(C(=O)c2nc3sccn3c2-c2cccc(OC)c2)CC1	4	-16%	-6%	-1%	-4%	.	i
CCn1ncc(N2CCCC(CC(=O)NCCc3cccs3)C2)cc1=O (centres undefined)	3	14%	-27%	-14%	4%	-5%	-1%
Cc1cccc(C)c1NC(=O)c1nc(S(C)(=O)=O)ncc1N(Cc1ccc(C(C)(C)C)cc1)Cc1ccco1	17	4%	.	.	4%	.	.
COC(=O)CNC(=O)c1cc(-c2ccc([S+](C)(=O)[O-])cc2)c2cccn2n1	6	-12%	-21%	-4%	-11%	.	i
O=C1CN(C(=O)c2cccs2)CC(O)CN1CCc1ccccc1 (centres undefined)	7	.	?	.	.	.	-10%
Cc1cccc(C)c1NC(=O)Cn1c(=O)n(Cc2ccccc2)c(=O)c2c(C)c(C(=O)N(C)C)sc21	-21	-1%	.	.	17%	.	.
COc1ccc2c(Sc3ccc(C)cc3)c(C(=O)NCCc3ccccc3)[nH]c2c1	3	144%[activator]	.	.	3%	.	.
Cc1ccc(OCC(=O)NCCC2CCN(C(=O)Nc3ccccc3F)CC2)cc1	-4	-27%	-1%	i	5%	0%	-1%
O=C(CC[C@H]1NC(=O)c2ccccc2NC1=O)Nc1nnc(Cc2ccccc2)s1	1	-26%	?	i	2%	0%	11%
Cn1ncc2c(C(=O)NCc3cccc(Cl)c3)cc(-c3ccccc3F)nc21	14	.	?	.	.	.	?
Cc1nsc(NC(=O)N2CCCN(c3ccccc3)CC2)n1	-1	3%	?	i	1%	-2%	?
O=C(Cn1c2ncccc2c(=O)n1-c1ccccc1)NCc1ccccc1Cl	-11	-20%	.	.	4%	.	.
O=C(O)/C=C/c1ccc(Cn2ccnc2)cc1	22	-13%[25.6 µM]	.	i	21%[23.9 µM]	.	.
CC(C)C1=NOC2(CCCN(C(=O)c3ccc4c(c3)OCO4)C2)C1 (centres undefined)	-7	20%	4%	i	-14%	.	i
Cn1nc(CN2CCOCC2)c2c1CCN(S(=O)(=O)c1ccccc1)C2	17	5%	-26%	i	-8%	.	-9%
COc1ccccc1CNC(=O)c1ccc(CS(=O)c2ccccc2Cl)o1 (centres undefined)	33	?	.	.	-21%	.	.
COCc1nncn1C1CCN(S(=O)(=O)c2ccc(Br)s2)CC1	14	0%	?	-13%	-7%	.	?
COCCN1C(=O)CC[C@]2(C(=O)NCc3cccc(C)c3)CCCC[C@@H]12	1	-27%	-12%	-4%	-2%	1%	-11%
CCOc1ccc(-c2nnc(SCC(=O)Nc3cccc(OC)c3)nc2-c2ccc(OCC)cc2)cc1	-4	2%	.	.	5%	.	.
CC(C)(C)c1nnc([C@H]2CCN(C(=O)CCC(=O)O)C2)o1	7	2%[87.6 µM]	i	1%[88.5 µM]	2%[87.6 µM]	2%[172 µM]	i
C=C(C=O)[C@]1(O)C[C@@]2(C)C(=CC1=O)C=C[C@H](OC(=O)/C=C/C=C/[C@H](C)CC)[C@@H]2C	-16	.	.	-5%[27.3 µM]	8.2µM*	.	.
CNC(=O)NC[C@H]1CCN(Cc2cccc(F)c2F)C[C@H]1N(C)C	24	25%	4%	i	-7%[12.5 µM]	8%	-4%
Cc1ccc(NS(=O)(=O)c2ccc3[nH]c4c(c3c2)CCCCCC4)cc1Cl	6	-22%	.	.	8%	.	.
